# Rac1 GTP hydrolysis: MgcRacGAP GTPase-activating activity inhibitors, confirmation, biochemical, ADP Hunter fluorescence; inhibition, % at 30 µM; hits with a dose series show IC50 in µM; MgcRacGAP-stimulated Rac1 GTP hydrolysis, ADP Hunter fluorescence; higher % means a stronger effect; GST-tagged Rac1 F28L mutant substrate; 0.6% of 340,000 active;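 active = first-screen hits whose inhibition reached a set limit at any dose in the follow-up dose series; inconclusive = inhibition above the set first-screen limit but never retested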;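 also: fluorescence reports GDP produced by GAP-driven GTP hydrolysis; strong numbers were not always called active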
# Large T inhibition: TAg ATPase/helicase activity blockers – biochemical (AID 1903). 0.39% of 310,000 active. inhibition, % at 20 µM; hits with a dose series show IC50 in µM. SV40 large T antigen ATPase/helicase inhibition assay; higher % means a stronger effect; in the data active = a potency from the dose series; inconclusive = inhibition mostly from about 32% at the one dose, without a potency; inactive = the rest, 99 in 100 with inhibition below about 32%; also: strong numbers were not always called active
# bCat nuc transl: modulators of beta-catenin nuclear translocation | HeLa beta-catenin nuclear translocation, immunofluorescence imaging | nuclear translocation activity, % at 5 µM | 0.3% of 190,000 active | AID 1665;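 active = nuclear translocation activity above 50% at 5 µM, with a well cell count of 50 or more; inconclusive = wells under 50 cells across six images, flagged as toxic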;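 also: per-cell ratio of nuclear to cytoplasmic median beta-catenin stain intensity; plate controls were DMSO negative control for no effect and GSK-3 inhibitor IX positive control for full effect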
#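 Signal – beta-catenin immunofluorescence imaging with DAPI · Test system – human HeLa cell line · Dosing – 5 µM primary single dose, 0.1% DMSO, 0.02–20 µM confirmation series · Measure – % activation, nuclear-to-cytoplasmic median beta-catenin signal ratio per cell · Incubation – 24 h compound exposure at 37°C, 5% CO2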
# West Nile antiviral: West Nile virus antiviral activity, cell-based, CPE readout (AID 1621); West Nile virus-infected cells, CPE inhibition; higher % means a stronger effect; CPE inhibition, % at 10 µM, or IC50 in µM where a hit was titrated; 0.02% of 290,000 active; in the data active = a potency from the dose series; inconclusive = CPE inhibition mostly from about 3.7% at the one dose, without a potency; inactive = the rest, 99 in 100 with CPE inhibition below about 2.2%; also: strong numbers were not always called active
# WT yeast gro inh: growth inhibition of WT yeast, mitochondrial fusion screen; mitochondrial fusion phenotypic screen, WT strain; inhibition, % at 10 µM; 2.1% of 190,000 active; AID 1362; in the data active = inhibition above about 58%; tested in S. cerevisiae
# Salmonella PhoP GFP: PhoP-dependent GFP reporter repression – Salmonella Typhimurium, primary screen (AID 1863) | S. Typhimurium PhoP-regulated promoter GFP reporter, 4 h; higher % means a stronger effect | inhibition, % at 50 µM, or IC50 in µM where a hit was titrated | 0.16% of 300,000 active;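 active = inhibition over 29.93%, a cutoff 3 SD above the screen mean, later confirmed by dose response; inconclusive = inhibition over 29.93% but no dose response follow-up; inactive = inhibition at most 29.93% or unconfirmed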;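 also: 0% = low Mg2+ inducing control and 100% = high Mg2+ repressing control; strong numbers were not always called active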
# RSV CPE inhibition: RSV antiviral activity via CPE protection, HEp-2 cells, primary 10 µM value included (AID 2391). 0.13% of 310,000 active. CPE inhibition, % at 10 µM, or IC50 in µM where a hit was titrated. HEp-2 cells, RSV-induced CPE inhibition; higher % means a stronger effect; in the data active = a potency from the dose series; inconclusive = CPE inhibition mostly from about 23% at the one dose, without a potency; inactive = the rest, 99 in 100 with CPE inhibition below about 21%; also: strong numbers were not always called active
# Myeloid diff MLP: promotes myeloid progenitor differentiation. ER-HoxA9 myeloid progenitors, lysozyme-GFP differentiation, flow cytometry. calls only at 10 µM. 1% of 360,000 active;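 active = normalized GFP-positive differentiation at or above the plate's own cutoff, the solvent-only control mean plus 3 SD; inconclusive = no clear call, values can overlap the other calls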;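 also: cells exposed to compound for four days before flow analysis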
# T cell modulator: T cell immune modulation candidate | 2C CD8+ T cell-vesicle binding, flow cytometry; active compounds read low | calls only at 7 µM | 0.068% of 330,000 active;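 active = response, share of CD8 T cells binding vesicles, and their 90th percentile fluorescence all below set limits, cut at about 80% in these data, passing the limit was not always enough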
#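 Also added: QL9-peptide-loaded Drosophila micro-vesicles bearing Ld, ICAM-1 and B7-1; Test system: purified 2C TCR transgenic mouse naive CD8+ T cells; Measured by: cytometric PE anti-B7-1 and Alexa647 anti-CD8 signals after 1% paraformaldehyde fixation; Timing: binding step 1.5 h, 37 °C, antibody labelling 20 min, ice.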
# WT yeast gro inh mutant strain: second read-out of WT yeast gro inh, no call of its own (marks repeat the call); inhibition, %; mitochondrial fusion phenotypic screen, mutant strain inhibition
# bCat nuc transl cell count 5 µM: second read-out of bCat nuc transl, no call of its own (marks repeat the call); cell count; measured here: cell count, cytotoxicity flag
# T cell modulator vesicle-bound %: recorded beside T cell modulator, whose call it bears; double positive events, %; measured here: CD8+ vesicle-bound cell fraction;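 binding gate set so that unloaded-vesicle control wells show 10% double positive cells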
# Myeloid diff MLP GFP+ MAC1+ %: also measured in Myeloid diff MLP; calls as there; GFP+ MAC1+ double positive, %; measured here: differentiation confirmed by MAC1 staining
# Starred values were filed as active, the others as inactive; i = inactive; ? = inconclusive; nt = not tested or not shown; + = active, no number.
1. CCOc1ccc(-c2nnc(Nc3ccc(OC)c(C(=O)N4CCCCC4)c3)c3ccccc23)cc1
2. CCCc1cc(=O)oc2c(C)c(OC(C)C(=O)NCCN3CCOCC3)ccc12 (centres undefined)
3. CCN(CC)C(=O)Cn1nnc(-c2ccc(C)o2)n1
4. CCSc1nnc(NC(=O)C2CC2c2ccccc2)s1 (centres undefined)
5. COc1nc(NCCC2=CCCCC2)nc(OC)n1
6. O=c1[nH]c2ccc(Br)cc2c(-c2ccccc2)c1N1CCOCC1
7. O=C1CN(C(=O)c2cc3ccccc3o2)c2ccccc2N1
8. Cc1ccc(C(=O)N2C(=S)C(c3ccc(F)cc3)=NC23CCN(C)CC3)cc1
9. COC(=O)c1ccsc1NC(=O)CN1C(=O)CCC1=O
10. COc1ccccc1CNC(=O)CSc1nc(N)c(C#N)c(-c2cccs2)c1C#N
Compound,1,2,3,4,5,6,7,8,9,10
Rac1 GTP hydrolysis,11%,9%,-6%,1%,11%,0%,8%,18%,3%,-2%
Large T inhibition,7%,16%,19%,6%,21%,17%,5%,22%,nt,-6%
bCat nuc transl,1.1,nt,-7.6,-5.0,0.8,2.2,3.1,-3.9,-1.3,-1.9
bCat nuc transl cell count 5 µM,1085,nt,930,557,1435,1013,1035,1179,1227,1290
West Nile antiviral,?,-0.3%,-0.3%,-0.3%,1.2%,nt,0.4%,-0.2%,-0.1%,-0.2%
WT yeast gro inh,11,nt,-15,-2,19,1,19,1,-8,2
WT yeast gro inh mutant strain,7,nt,-7,-4,15,-12,-4,-8,5,-3
Salmonella PhoP GFP,7%,-5%,4%,-13%,3%,-1%,5%,0%,2%,-7%
RSV CPE inhibition,0.6%,-0.6%,0.7%,1.7%,6.1%,0.4%,1.4%,0.9%,0.0%,2.4%
Myeloid diff MLP,i,i,i,i,i,i,i,i,i,i
Myeloid diff MLP GFP+ MAC1+ %,0.1,1.0,1.9,0.3,0.4,1.9,1.0,0.7,1.7,0.4
T cell modulator,i,i,i,i,i,i,i,i,i,i
T cell modulator vesicle-bound %,62,12,16,23,29,50,55,52,50,17

11. O=C1CSc2ccc(S(=O)(=O)NCc3ccc(F)cc3)cc2N1
12. COc1ccc(S(=O)(=O)n2nc(-c3ccc(Cl)cc3)cc2N)cc1
13. COc1ccccc1C(=O)N(Cc1nc(-c2ccc(Cl)cc2)no1)C(C)C
14. CCS(=O)(=O)N1Cc2ccccc2CC1C(=O)Nc1ccc(F)cc1 (centres undefined)
15. CC(=O)NC1=C(Nc2ccc(N(C)C)cc2)C(=O)c2ccccc2C1=O
16. Cc1[nH]nc2c1C(C1CC=CCC1)C(C#N)=C(N)O2 (centres undefined)
17. COc1ccc(Cl)cc1NC(=O)COC(=O)Cc1cccs1
18. Cc1c(CCC(=O)O)c(=O)oc2cc(O)ccc12
19. CN(C)CCNC(=O)c1cccc(NS(=O)(=O)c2ccc(Cl)c(Cl)c2)c1
20. Cn1nc(-c2ccc(OCC(=O)Nc3cccnc3)cc2)c2ccccc2c1=O
Compound,11,12,13,14,15,16,17,18,19,20
Rac1 GTP hydrolysis,14%,8%,-3%,13%,23%,6%,4%,3%,-3%,3%
Large T inhibition,20%,11%,-6%,12%,31%,12%,4%,12%,9%,10%
bCat nuc transl,nt,0.6,nt,0.2,nt,-0.8,nt,-1.4,-1.9,0.5
bCat nuc transl cell count 5 µM,nt,1284,nt,1289,nt,1040,nt,1017,1040,1033
West Nile antiviral,0.2%,-0.3%,0.4%,-0.6%,0.1%,-0.1%,nt,0.5%,-0.7%,-0.5%
WT yeast gro inh,nt,nt,27,nt,nt,9,nt,-11,3,6
WT yeast gro inh mutant strain,nt,nt,17,nt,nt,9,nt,-1,17,11
Salmonella PhoP GFP,-1%,0%,9%,nt,10%,0%,-8%,-5%,2%,11%
RSV CPE inhibition,0.1%,-0.5%,2.2%,0.2%,18µM*,2.1%,-0.2%,0.7%,-1.6%,1.6%
Myeloid diff MLP,?,i,i,i,?,i,i,i,i,i
Myeloid diff MLP GFP+ MAC1+ %,nt,0.3,2.0,0.2,nt,0.8,0.5,1.9,0.6,0.8
T cell modulator,i,i,i,i,i,i,i,i,i,i
T cell modulator vesicle-bound %,46,20,31,15,20,2,54,38,17,18

21. CCC1CCCCN1CCCNC(=O)CSc1nc2nc(C)c(Cc3ccccc3Cl)c(C)n2n1 (centres undefined)
22. N#Cc1ccc(CN(c2ccncc2)S(=O)(=O)c2ccccc2)cc1
23. CCOc1ccccc1NC(=O)CSc1ccc(-c2ccco2)nn1
24. O=C(Nc1ccc(-c2ccc3nncn3n2)cc1)C1CCCCC1
25. CSCC[C@H](NC(=O)N1CCn2c1nc1ccccc12)C(=O)NC1CCCCC1
26. O=S(=O)(Nc1ccc2c(c1)OCCO2)c1cccc2cccnc12
27. CSc1nc(C)c2c(n1)N(c1ccc(F)cc1)CC2
28. O=[N+]([O-])c1ccc(/C=N\N2CCN(c3ccc(Cl)cc3)CC2)cc1
29. CC1CN(C(=O)COC(=O)c2nn(-c3ccccc3)c(=O)c3ccccc23)CC(C)O1 (centres undefined)
30. COC(=O)c1cc(NC(=O)C(C)c2ccc(CC(C)C)cc2)ccc1O (centres undefined)
Compound,21,22,23,24,25,26,27,28,29,30
Rac1 GTP hydrolysis,15%,10%,3%,4%,5%,-9%,12%,5%,-7%,nt
Large T inhibition,7%,5%,16%,10%,18%,-1%,12%,12%,12%,-2%
bCat nuc transl,nt,nt,nt,nt,nt,3.3,-0.9,-4.6,-1.8,-0.8
bCat nuc transl cell count 5 µM,nt,nt,nt,nt,nt,1391,1334,929,1063,1019
West Nile antiviral,0.0%,-0.2%,-0.3%,0.0%,-0.9%,nt,-0.2%,2.0%,0.6%,-1.8%
WT yeast gro inh,nt,nt,nt,11,nt,8,10,8,1,22
WT yeast gro inh mutant strain,nt,nt,nt,-7,nt,11,4,5,1,1
Salmonella PhoP GFP,6%,4%,-6%,3%,-3%,-3%,11%,-1%,0%,-5%
RSV CPE inhibition,-0.5%,2.2%,12%,-1.8%,7.4%,1.6%,2.6%,-0.1%,2.2%,16%
Myeloid diff MLP,i,i,i,i,i,i,i,i,i,i
Myeloid diff MLP GFP+ MAC1+ %,2.6,0.8,0.6,0.2,0.3,0.5,0.6,0.8,0.7,0.4
T cell modulator,i,i,i,i,i,i,i,i,i,i
T cell modulator vesicle-bound %,34,26,10,47,46,20,54,41,58,28

# Filtered by structure: the compounds so far containing a cyano group
10. COc1ccccc1CNC(=O)CSc1nc(N)c(C#N)c(-c2cccs2)c1C#N
16. Cc1[nH]nc2c1C(C1CC=CCC1)C(C#N)=C(N)O2 (centres undefined)
22. N#Cc1ccc(CN(c2ccncc2)S(=O)(=O)c2ccccc2)cc1
Compound,10,16,22
Rac1 GTP hydrolysis,-2%,6%,10%
Large T inhibition,-6%,12%,5%
bCat nuc transl,-1.9,-0.8,nt
bCat nuc transl cell count 5 µM,1290,1040,nt
West Nile antiviral,-0.2%,-0.1%,-0.2%
WT yeast gro inh,2,9,nt
WT yeast gro inh mutant strain,-3,9,nt
Salmonella PhoP GFP,-7%,0%,4%
RSV CPE inhibition,2.4%,2.1%,2.2%
Myeloid diff MLP,i,i,i
Myeloid diff MLP GFP+ MAC1+ %,0.4,0.8,0.8
T cell modulator,i,i,i
T cell modulator vesicle-bound %,17,2,26

# Carrying on:
31. O=C(COC(=O)CCCN=C1NS(=O)(=O)c2ccccc21)NNC(=O)c1ccccc1
32. CCOC(=O)c1sc(NC(=O)CN2C(=O)C3CC=CCC3C2=O)nc1C (centres undefined)
33. COc1ccc(N(C(C)=O)c2nc3ccccc3[nH]2)cc1
34. COCCn1c(CN2CCN(C)CC2)nc2c1c(=O)n(C)c(=O)n2C
35. COc1ccc(C2=NOC(C)(c3nnc(-c4ccccc4)o3)C2)cc1 (centres undefined)
36. COc1ccc(NC(=O)CN2C(=O)COc3ccc(C)cc32)c(OC)c1
37. COc1ccc(C2Nc3ccccc3C(=O)N2Cc2ccco2)cc1COc1ccc(F)cc1 (centres undefined)
38. Cc1cc(C)nc(N2CCC(C(=O)NCCc3ccc(Cl)cc3)CC2)n1
39. NNC(=O)c1ccc(COc2ccc3c(c2)CCC3)o1
40. CCOC(=O)Cn1c(=O)c2c(nc3n2CCCN3CCc2ccccc2)n(C)c1=O
41. Cc1cccc2cc(C#N)c(SCC(=O)Nc3ccccc3N3CCOCC3)nc12
42. COc1ccc(CNC(=O)CN(c2ccc(OC)cc2)S(=O)(=O)c2c(C)[nH]c(=O)[nH]c2=O)cc1
43. Nn1c(COc2ccccc2F)nnc1SCC(=O)NC1CCS(=O)(=O)C1 (centres undefined)
Compound,31,32,33,34,35,36,37,38,39,40,41,42,43
Rac1 GTP hydrolysis,0%,8%,7%,0%,8%,5%,9%,10%,8%,3%,7%,1%,9%
Large T inhibition,13%,nt,7%,-3%,11%,2%,18%,2%,4%,1%,-54%,5%,7%
bCat nuc transl,nt,nt,nt,nt,nt,nt,1.0,-0.5,-2.1,nt,-1.7,nt,nt
bCat nuc transl cell count 5 µM,nt,nt,nt,nt,nt,nt,1043,933,1081,nt,1032,nt,nt
West Nile antiviral,nt,nt,-0.4%,0.3%,-0.4%,-0.7%,0.2%,-1.2%,-1.3%,-1.0%,0.1%,-0.1%,nt
WT yeast gro inh,nt,nt,nt,0,nt,nt,-7,10,17,nt,12,nt,nt
WT yeast gro inh mutant strain,nt,nt,nt,-3,nt,nt,4,5,-7,nt,-3,nt,nt
Salmonella PhoP GFP,6%,nt,3%,5%,2%,-3%,0%,-3%,5%,-3%,-2%,-7%,6%
RSV CPE inhibition,0.2%,0.1%,1.7%,nt,0.2%,1.8%,15%,1.4%,-0.3%,0.8%,9.2%,0.2%,2.7%
Myeloid diff MLP,i,i,i,i,i,i,i,i,i,i,+,i,i
Myeloid diff MLP GFP+ MAC1+ %,1.3,0.5,0.4,2.4,0.6,0.4,0.3,1.2,0.7,0.2,2.3*,1.5,0.4
T cell modulator,i,i,i,nt,i,i,i,i,i,i,i,i,i
T cell modulator vesicle-bound %,62,26,58,nt,25,41,10,2,28,56,0,2,46
